# GASC-1 inh – inhibitors of GASC-1 histone demethylase, primary screen, biochemical, fluorescence, DELFIA europium; Lysine-specific demethylase 4C (Homo sapiens), Q9H3R0; GST-JMJD2C(1-420) H3K9me3 demethylation; inhibition, % at 2.35 µM; hit rate 0.069% among 330,000; AID 2099, 2009;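 active means more than half of a compound's replicate wells show inhibition beyond 50%, single wells judged on their own value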;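 further: signal counts dimethyl H3K9 product captured on neutravidin plate; 0% = median of DMSO wells and 100% = 0.3 times that DMSO median; strong numbers were not always called active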
# ZTA counter – counter-screen for EBNA-1 inhibitors: inhibitors of Epstein-Barr virus ZTA; inhibition, % at 11 µM; P03206; ZTA-DNA binding, fluorescence polarization; AID 2234; hit rate 0.15% among 320,000; in the data active means inhibition above about 33%
# Target sequence (P03206 whole entry, looked up): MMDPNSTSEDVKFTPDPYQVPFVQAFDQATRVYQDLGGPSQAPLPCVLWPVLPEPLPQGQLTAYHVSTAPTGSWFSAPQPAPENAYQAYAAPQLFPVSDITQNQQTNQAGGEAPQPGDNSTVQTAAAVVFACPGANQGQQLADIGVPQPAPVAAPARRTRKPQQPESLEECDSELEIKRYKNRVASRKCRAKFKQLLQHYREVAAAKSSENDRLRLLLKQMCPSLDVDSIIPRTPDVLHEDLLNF
# Fh CTSL1 inh – Fasciola hepatica cathepsin L1 inhibitors, primary screen, counter-screen for PFM18AAP inhibitor project, biochemical, QFRET, fluorogenic peptide substrate. inhibition, % at 5.96 µM. hit rate 0.49% among 300,000. recombinant F. hepatica cathepsin L1, Z-Leu-Arg-MCA fluorescence;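 active means inhibition above the mean of all tested compounds plus 3 SD, set per screening campaign, cut at about 17% in these data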;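 further: 0% = plate median of test compound wells and 100% = 1 µM Z-Phe-Ala-diazomethylketone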
# TPT1 inhibitor – Candida albicans TPT1 enzyme inhibitors, primary screen, biochemical, fluorescence polarization | inhibition, % at 5 µM | AID 1962, 2009 | recombinant caTPT1, FP RNA substrate dephosphorylation | hit rate 0.81% among 300,000 | tRNA 2'-phosphotransferase TPT1 (Candida albicans SC5314);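 active means inhibition above the mean of all tested compounds plus 3 SD, set per screening campaign, cut at about 24% in these data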;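 further: plate controls were DMSO alone for no effect and ferristatin control at 100 nM for full effect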
# Yeast superoxide – reduction of superoxide in aged yeast, primary screen, HTS. hit rate 0.18% among 330,000. superoxide response (% of plate mean), % at 10 µM. S. cerevisiae aged cells, superoxide DHE fluorescence; hits give low values;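 active means superoxide response under a set limit, about three screen SD below normal, cut at about 65% in these data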;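 further: yeast aged for seven days with compound at 30 °C before DHE staining; 100% = average MFI of all compound-treated wells on the plate with controls excluded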
# PP1 counter – PP1-alpha phosphatase inhibitors, primary screen, counter-screen for PP5 inhibitor project, biochemical, fluorescence, OMFP substrate, single point; Serine/threonine-protein phosphatase PP1-alpha catalytic subunit (Homo sapiens), P62136; inhibition, % at 6.7 µM; hit rate 0.9% among 320,000; purified PP1alpha;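 active means inhibition above the mean inhibition of all tested compounds plus 3 SD, computed separately for each screening campaign, cut at about 15% in these data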
# EBNA-1 inh – EBNA-1 DNA-binding inhibitors, primary screen, biochemical, fluorescence polarization. inhibition, % at 14.8 µM. hit rate 0.34% among 300,000. AID 1950, 2009; in the data active means inhibition above about 28%
# PP5 primary – PP5 phosphatase inhibitors, primary screen, biochemical, fluorescence | Serine/threonine-protein phosphatase 5 (Homo sapiens), P53041 | AID 1987, 2009 | purified PP5c, OMFP substrate fluorescence | inhibition, % at 6.7 µM | hit rate 0.18% among 320,000;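 active means inhibition above the campaign's mean inhibition across all tested compounds plus 3 SD, cut at about 9.5% in these data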;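 further: 0% = DMSO only and 100% = 100 µM cantharidin control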
# Target sequence (P53041 whole entry, looked up): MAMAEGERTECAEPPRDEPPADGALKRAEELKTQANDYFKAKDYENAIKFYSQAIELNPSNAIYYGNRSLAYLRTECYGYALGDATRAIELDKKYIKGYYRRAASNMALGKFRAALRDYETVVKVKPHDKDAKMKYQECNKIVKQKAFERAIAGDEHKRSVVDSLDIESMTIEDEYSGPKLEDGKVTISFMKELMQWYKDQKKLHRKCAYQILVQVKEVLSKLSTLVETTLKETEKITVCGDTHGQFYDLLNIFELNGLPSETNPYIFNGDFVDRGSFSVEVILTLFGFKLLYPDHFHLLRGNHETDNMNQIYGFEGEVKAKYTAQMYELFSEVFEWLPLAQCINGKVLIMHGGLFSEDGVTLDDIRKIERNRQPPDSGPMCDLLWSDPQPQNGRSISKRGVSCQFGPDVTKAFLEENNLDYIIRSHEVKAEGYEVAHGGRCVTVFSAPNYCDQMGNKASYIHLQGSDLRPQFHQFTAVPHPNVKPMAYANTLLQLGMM
# HCV core dimer – inhibitors of HCV core protein dimerization, primary screen, biochemical, TR-FRET, high-throughput. TR-FRET GST/Flag-core106 dimerization, 1536-well. AID 1899, 2009. hit rate 0.33% among 300,000. inhibition, % at 5 µM;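 active means inhibition above the mean of all tested compounds plus 3 SD, set per screening campaign, cut at about 45% in these data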
#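 Test system: GST/Flag-tagged HCV core106 proteins; Medium: KF-containing HEPES buffer, pH 7.45, DTT, CHAPS, BSA; Times: compound-protein-antibody incubation 4 h at 22.5 °C; Detection: TR-FRET 671 and 617 nm emission; Benchmarks: wells lacking GST-core106 and wells with excess unlabelled core106.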
# The depositor's hits bear a star; i = inactive; . = not tested or not shown.
1. CCOC(=O)N1CCN(C(=O)/C(=C/c2ccc(OC)cc2)NC(=O)c2ccccc2)CC1
2. Cc1ccc(CN2CCCN(Cc3c(C)cc(C)cc3C)S2(=O)=O)cc1
3. Cc1ccc(Cn2ccc(NC(=O)c3cc(-c4ccc(Br)cc4)on3)n2)cc1
4. CC(=O)C1=C(O)C(=O)N(c2cccnc2)C1c1ccc([N+](=O)[O-])cc1 (configuration not stated)
5. COC(=O)c1cc2oc3ccccc3c2n1CC(=O)Nc1ccccc1OC
6. Oc1ccc2oc3c(c2c1)CCCC3
7. O=C(Nc1ccc2nc(-c3cccs3)c(-c3cccs3)nc2c1)N1CCOCC1
8. O=C(c1cc(C(=O)N2CCN(c3ccc(F)cc3)CC2)cc([N+](=O)[O-])c1)N1CCN(c2ccc(F)cc2)CC1

Assay by compound	1	2	3	4	5	6	7	8
GASC-1 inh	0	-10	1	-3	3	1	9	-24
ZTA counter	6	6	-18	6	12	8	-7	-2
Fh CTSL1 inh	0	1	-2	1	3	-2	4	2
TPT1 inhibitor	-4	-2	2	0	-4	-1	6	-4
Yeast superoxide	99	89	130	110	93	98	81	101
PP1 counter	-1	-2	-1	-2	1	0	2	1
EBNA-1 inh	-5	-1	-4	-4	2	6	-4	3
PP5 primary	1.1	1.9	2.9	1.7	-0.6	-0.7	3.9	1.2
HCV core dimer	-2	7	3	-4	5	-2	-6	19

9. CCC(NC(=O)C1CCC1)c1ccc(C)cc1 (configuration not stated)
10. COc1ccc(NC(=O)CN2CCC(C(=O)c3ccc(C)cc3)CC2)c(OC)c1
11. COc1ccc(N2CCN(S(=O)(=O)c3ccc4oc(=O)ccc4c3)CC2)cc1
12. COc1ccc(Cc2nc3ccccc3n2CC(=O)N/N=C/c2ccccc2)cc1OC
13. CCC(C)Oc1cccc(OCCCCN2C(=O)NC(C)(C)C2=O)c1 (configuration not stated)
14. CN1CCN(C(=O)CCN2C(=O)/C(=C\c3ccc(Cl)cc3Cl)SC2=S)CC1
15. COc1ccc(NC(=O)Nc2cccc(C(F)(F)F)c2)cn1
16. CC(Sc1nnnn1-c1ccccc1)C(=O)Nc1ccc(N2CCN(C)CC2)cc1 (configuration not stated)

Assay by compound	9	10	11	12	13	14	15	16
GASC-1 inh	6	10	-16	5	8	20	i	-16
ZTA counter	-10	4	3	-10	15	-3	1	5
Fh CTSL1 inh	-4	3	0	2	0	4	1	1
TPT1 inhibitor	-2	-3	-3	-1	2	0	-13	6
Yeast superoxide	98	92	87	119	119	86	94	92
PP1 counter	-2	3	-4	-3	-4	3	3	-1
EBNA-1 inh	2	-11	-4	-11	2	7	-20	-15
PP5 primary	1.1	-1.4	2.4	3.9	-0.9	-0.2	5.4	0.6
HCV core dimer	2	2	2	-4	-9	-1	-5	-8

17. Cc1cccc(N2CCN(C(=O)C3CCC(CNS(=O)(=O)c4cccs4)CC3)CC2)c1C (configuration not stated)
18. CCCn1c(N)c(N2CCCCC2)c(=O)n(CC(=O)Nc2ccccc2C)c1=O
19. O=C(Nc1cccc(Cl)c1)Nc1csc([N+](=O)[O-])c1
20. COc1ccc(OC)c(/C=C/C(=O)c2ccc(Cl)cc2)c1
21. O=C(OCc1nc2ccsc2c(=O)[nH]1)c1ccc(Cl)nc1
22. CCOC(=O)C1CCCN(C(=O)COc2ccc(N(C)S(=O)(=O)c3ccc(C)cc3)cc2)C1 (configuration not stated)
23. CCCCc1cc(=O)oc2cc(C)cc(OCC(=O)N[C@@H](CSCc3ccccc3)C(=O)O)c12
24. Cc1nc2ccccc2c(=O)n1NCc1cccs1

Assay by compound	17	18	19	20	21	22	23	24
GASC-1 inh	-13	5	-5	-2	-12	12	-22	.
ZTA counter	-5	-7	-6	1	-15	-10	7	9
Fh CTSL1 inh	7	-2	0	-1	1	-3	-2	4
TPT1 inhibitor	-2	-3	-3	-1	-3	1	1	0
Yeast superoxide	110	87	94	92	91	92	115	112
PP1 counter	7	-5	1	3	-2	-2	-6	-3
EBNA-1 inh	-11	-6	0	8	9	-8	-5	-7
PP5 primary	4.0	-0.1	4.0	3.0	4.1	-0.8	6.2	1.9
HCV core dimer	20	-1	-7	2	4	-1	8	4

# 3 of these compounds, set out differently:
# Every second line gives: GASC-1 inh, ZTA counter, Fh CTSL1 inh, TPT1 inhibitor, Yeast superoxide, PP1 counter, EBNA-1 inh, PP5 primary, HCV core dimer
20. COc1ccc(OC)c(/C=C/C(=O)c2ccc(Cl)cc2)c1
    -2, 1, -1, -1, 92, 3, 8, 3.0, 2
24. Cc1nc2ccccc2c(=O)n1NCc1cccs1
    ., 9, 4, 0, 112, -3, -7, 1.9, 4
22. CCOC(=O)C1CCCN(C(=O)COc2ccc(N(C)S(=O)(=O)c3ccc(C)cc3)cc2)C1 (configuration not stated)
    12, -10, -3, 1, 92, -2, -8, -0.8, -1

# More structures.
25. Cc1c(NC(=O)CN2C(=O)NC3(CCC(C)CC3)C2=O)c(=O)n(-c2ccccc2)n1C (configuration not stated)
26. CC(=Nc1ccc(C)cc1)c1sc2ccccc2c1O
27. CN1CCN(NC(=O)c2cccc(C(F)(F)F)c2)CC1
28. O=C1CC(c2ccccc2)CN1S(=O)(=O)c1ccccc1 (configuration not stated)
29. NC(=O)c1cc(S(=O)(=O)NCCc2ccc(Cl)cc2)cs1

Assay by compound	25	26	27	28	29
GASC-1 inh	-9	-1	-3	2	6
ZTA counter	18	2	-1	-2	0
Fh CTSL1 inh	0	7	-2	1	0
TPT1 inhibitor	5	74*	2	1	-1
Yeast superoxide	97	100	99	92	82
PP1 counter	-3	-4	-5	-7	1
EBNA-1 inh	3	6	-3	6	-25
PP5 primary	0.8	-1.6	-1.4	-2.5	2.9
HCV core dimer	0	-8	0	-3	-4

# Quoted at random: five compounds from above
27. CN1CCN(NC(=O)c2cccc(C(F)(F)F)c2)CC1
26. CC(=Nc1ccc(C)cc1)c1sc2ccccc2c1O
29. NC(=O)c1cc(S(=O)(=O)NCCc2ccc(Cl)cc2)cs1
25. Cc1c(NC(=O)CN2C(=O)NC3(CCC(C)CC3)C2=O)c(=O)n(-c2ccccc2)n1C (configuration not stated)
28. O=C1CC(c2ccccc2)CN1S(=O)(=O)c1ccccc1 (configuration not stated)

Assay by compound	27	26	29	25	28
GASC-1 inh	-3	-1	6	-9	2
ZTA counter	-1	2	0	18	-2
Fh CTSL1 inh	-2	7	0	0	1
TPT1 inhibitor	2	74*	-1	5	1
Yeast superoxide	99	100	82	97	92
PP1 counter	-5	-4	1	-3	-7
EBNA-1 inh	-3	6	-25	3	6
PP5 primary	-1.4	-1.6	2.9	0.8	-2.5
HCV core dimer	0	-8	-4	0	-3
